From PubChem
ERK EGF block = inhibitors of EGF-stimulated ERK signaling pathway; Potency, µM (top dose mostly 11.5 µM), inactives show top-dose activity change, negative = inhibition, usual class: inhibitors; HEK293-V1b, EGF-stimulated phospho-ERK AlphaScreen; 130,000 compounds, 0.41% hits; active = well fitted inhibition curve with a large enough effect; inconclusive = small, poorly fitted or top-dose-only effect, or effect the other way;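 also: plate controls were stimulated vehicle wells for no effect and unstimulated vehicle basal for full effect; nearly all actives have a fitted effect of over 55% in size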
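Cell line HEK293 (stable V1b), low serum overnight. Pretreatment: compound 30 min, 37C. EGF 25 nM, 5 min. Detection: SureFire AlphaScreen, 5 h RT. AC50 via standard Hill equation.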
An asterisk follows results filed as active; ? = inconclusive; [ ] = dose if it differs, or a comment. Potency is read from the fitted curve at half-maximal effect.

| ERK EGF block | Structure |
| --- | --- |
| 12% | Cc1cc(NC(=O)CCC(=O)N(CC(=O)NC2CCCC2)c2ccccc2)no1 |
| -9% | CNC(=S)NNC(=O)c1ccc2c(c1)OCO2 |
| -10% | COC(=O)CCCC[C@@H]1SC[C@@H]2NC(=O)N[C@@H]21 |
| 6% | NS(=O)(=O)c1ccc(-c2ccc(/C=C3\C(=O)Nc4cc(Cl)ccc43)o2)cc1 |
| -2% | CCOc1ccccc1C(=O)N[C@H](C(=O)OCc1cc([N+](=O)[O-])cc2c1OCOC2)C(C)C |
| -7%[57.5 µM] | COc1ccc(CNC(=S)N2CCN(Cc3ccccc3)CC2)cc1 |
| -3% | COc1ccc(OC)c(NC(=O)Cn2cnc3c(cnn3-c3ccccc3)c2=O)c1 |
| 10% | COc1ccccc1C(O)P(=O)(OC(C)C)c1ccc(N(C)C)cc1 (stereo unspecified) |

Grouped by structure: the compounds so far with nitrogen in an aromatic ring.
| ERK EGF block | Structure |
| --- | --- |
| 12% | Cc1cc(NC(=O)CCC(=O)N(CC(=O)NC2CCCC2)c2ccccc2)no1 |
| -3% | COc1ccc(OC)c(NC(=O)Cn2cnc3c(cnn3-c3ccccc3)c2=O)c1 |

(next part)
| ERK EGF block | Structure |
| --- | --- |
| 5% | COc1ccc(NC(=O)Nc2cc(NC(=O)Nc3ccc(OC)cc3)c(C)nc2C)cc1 |
| -8%[57.5 µM] | COc1ccc2c(c1)CCCN2C(N)=Nc1ccc(Cl)cc1 |
| 17% | COc1ccc(OC)c(/C=N/NC(=O)Cc2nc3ccccc3[nH]2)c1 |
| -5%[57.5 µM] | COC/C=C/C1=CC2=CC(=O)C(C)(OC(=O)c3cnc4ccccc4n3)C(=O)C2=CN1Cc1ccc(OC)cc1 (stereo unspecified) |
| 6% | Cc1ccc(-n2nc(CN3CCOCC3)c(-c3ccccc3)c2N)c(C)c1 |
| 34% | Cc1cc(C)cc(N(CCC(=O)O)S(=O)(=O)c2ccc3ccccc3c2)c1 |
| 3% | O=C(O)c1nn(-c2ccccc2)c(-c2ccccc2)c1C(=O)c1ccccc1 |
| -1%[57.5 µM] | O=C(NCc1ccco1)C(=O)NCC1OCCN1C(=O)c1ccc(Cl)cc1 (stereo unspecified) |
| -10%[57.5 µM] | CCOC(=O)c1cc(NC(=O)CC(C)(C)CC(=O)O)ccc1N1CCCCC1 |
| 2% | S=C(Nc1ccc(Cl)cc1)NN1CCOCC1 |
| 1% | Cc1cc(Br)ccc1SCC(=O)OCC(=O)NC1CC1 |
| -5% | CN(C(=O)c1ccc2c(c1)CCN2S(C)(=O)=O)c1ccccc1 |
| -8% | CC(=O)Nc1ccc(S(=O)(=O)c2ccc(C)cc2)cc1 |
| -7%[57.5 µM] | O=C(O)c1ccccc1N(Cc1ccccc1)C(=O)COc1ccccc1 |
| -8% | S=c1[nH]nc(-c2ccccn2)n1/N=C/c1ccc(Br)s1 |
| -3% | CCCNC(=O)c1nnsc1S(=O)c1ccc(Cl)cc1 (stereo unspecified) |
| 1% | CCCC1NC(=S)N(C2CCCCC2)C1=O (stereo unspecified) |
| 8% | COc1ccccc1Oc1ccc(S(=O)(=O)N2CCOCC2)cc1S(=O)(=O)N1CCOCC1 |
| -1%[57.5 µM] | O=C(O)c1cncc(Br)c1 |
| -8%[57.5 µM] | Cc1ccc(O)c(NC(=S)NC(=O)C(C)C)c1 |
| 1% | Cc1ccc(S(=O)(=O)N2CCCC2C(=O)OCc2ccccc2)cc1 (stereo unspecified) |
| -12% | COC(=O)/C(=C/c1c[nH]c2ccccc12)NC(C)=O |
| -9% | Cc1cc([N+](=O)[O-])ccc1NC(=O)c1cncc(Br)c1 |
| 0% | COc1ccc(/C=C/C(=O)NC(=S)NNC(=O)c2cccs2)cc1 |
| 4% | C=CCn1cnc2c(nnn2-c2ccc(C)c(Cl)c2)c1=O |
| -1% | O=C(COC(=O)CCc1nc2ccccc2s1)NCc1ccco1 |
| 6% | CCOc1ccc(NC(=O)C[n+]2ccccc2)cc1 |
| 2% | C=CCOc1c(Cl)cc(CNc2ccc3[nH]c(=O)[nH]c3c2)cc1OC |
| -11%[57.5 µM] | CN(c1ccccc1)S(=O)(=O)c1ccc(Cl)c(C(=O)OCC(=O)NCc2ccco2)c1 |
| 2%[57.5 µM] | C=C1CCN([C@H](C(=O)NCc2cc(OC)c(OC)c(OC)c2)C(C)C)S(=O)(=O)c2ccccc21 |
| -9% | C=CCc1ccc(OCCCCN2CCC(C)CC2)c(OC)c1 |
| 5% | COc1ccc(NC(=O)c2ccc(C)o2)c([N+](=O)[O-])c1 |
| -16%[57.5 µM] | CCOc1ccc(C(=O)O)cn1 |
| 0% | Cc1ccc(NC(=O)c2ccccc2-c2ccc(C(F)(F)F)cc2)cc1S(=O)(=O)N1CCOCC1 |
| -5%[57.5 µM] | O=C(c1ccc2c3n(nc2c1)-c1ccc(Cl)cc1CO3)N1CCCCC1 |
| 14% | O=C1c2ccccc2CN1CCSC(=S)N1CCSCC1 |
| 0% | COc1cccc(C(C(=O)NC(C)(C)C)N(Cc2ccco2)C(=O)CCC(=O)Nc2cc(C)on2)c1OC (stereo unspecified) |
| -12% | CS(=O)(=O)N(CC(=O)Nc1ccccc1-c1ccccc1)c1ccc(F)cc1 |
| -1% | CC(C)Oc1ccc(CNCC2(O)CCOC(C)(C)C2)cc1 (stereo unspecified) |
| 7% | COc1ccc(C(=O)N2CCC(C(=O)Nc3ccc(C)cc3)CC2)cc1 |
| 2% | COc1ccc(C(=O)Nc2cc(=O)n(C)c(=O)n2C)cc1OC |
| -9% | O=C1N/C(=C/c2cccn2-c2ccccc2)C(=O)N1Cc1ccc(F)cc1 |
| 3% | CN1C(=O)/C(=C\c2cc(Br)cs2)c2ccccc21 |
| 10% | O=C(O)CCC(=O)C(=O)O (tested in a mixture with another compound) |
| -2% | Cc1cccc(-n2cc(CN3CCN(c4ccccn4)CC3)c(-c3cccc(F)c3)n2)c1 |
| 1%[57.5 µM] | CC1(C)OC(c2ccccc2)=C/C(=C\C=N\NC(=O)c2ccncc2)O1 |
| 4% | CC1CC1c1ccc(/C=C(\C#N)C(=O)Nc2cc(Cl)ccc2Cl)o1 (stereo unspecified) |
| 11%[57.5 µM] | Cc1cccc(OCC(=O)NCC(=O)N/N=C/c2ccc(O)cc2O)c1 |
| 3% | CCCCN(CC)C(=S)Nc1ccc2nc(N3CCN(C)CC3)cc(C)c2c1 |
| -1% | Cc1c(C(=O)N2CCOCC2)sc(NC(=O)Cc2ccccc2)c1C#N |
| -3% | Cc1ccc(NC(=O)Cn2c(=O)c(C)nc3ccccc32)cc1 |
| 16%[57.5 µM] | NS(=O)(=O)c1ccc(NC(=O)COC(=O)c2cc3ccccc3cc2O)cc1 |
| 9% | COc1ccc(-c2csc3ncnc(Cl)c23)cc1 |
| 0% | CCc1ccccc1NC1c2ccccc2C(=O)N1Cc1ccco1 (stereo unspecified) |
| 2% | COc1ccc([N+](=O)[O-])cc1NC(=O)CN(C)S(=O)(=O)c1ccccc1 |
| -2%[57.5 µM] | CCn1c2ccccc2c2cc(/C=N/n3c(-c4cc(C)[nH]n4)n[nH]c3=S)ccc21 |

Continued.
| ERK EGF block | Structure |
| --- | --- |
| -12% | COc1ccccc1Nc1ccc(C(=O)NCc2cccs2)cn1 |
| 0% | CCN1C(=O)/C(=C\c2cccn2-c2ccc([N+](=O)[O-])cc2)N(CC)C1=S |
| ? | COc1ccc(NCc2ccc([N+](=O)[O-])s2)c(OC)c1 |
| 13%[57.5 µM] | CCc1ccc(/C=N/Nc2ncnc3nc[nH]c23)cc1 |
| 7%[57.5 µM] | Cc1nn(-c2ccc(Cl)cc2)c(NC(=O)C(C)C)c(-c2ccccc2)c1=O |
| -1%[57.5 µM] | COc1ccc(CNC(=O)COC(=O)c2ccccc2OCC(=O)Nc2ccc(SC(F)F)cc2)cc1 |
| 0% | CCOc1ccc(NC(=S)N2CCC(C(N)=O)CC2)cc1 |
| -20%[57.5 µM] | NS(=O)(=O)c1cccc(NC(=O)C2CC(=O)N(Cc3ccco3)C2)c1 (stereo unspecified) |
| -11%[57.5 µM] | COc1ccc(/C(C)=N/NC(=O)c2ccc(NS(=O)(=O)c3cccs3)cc2)cc1 |
| 0% | COc1ccc(OC)c(C2NC(=S)NC(C)=C2C(=O)Nc2ccccn2)c1 (stereo unspecified) |
| 5% | COc1ccc(S(=O)(=O)NNC(=O)c2cc3ccccc3o2)cc1 |
| 1% | Cc1nc(N)sc1-c1csc(Nc2ccc(Cl)cn2)n1 |
| 33% | Cc1cnc(CNc2ncncc2-c2ccccc2CN(C)C)cn1 |
| 4% | CCN=C1S/C(=C\c2cn(CC)c3ccccc23)C(=O)N1CC |
| ? | CSc1nnc2c(n1)c(C)nn2-c1cccc(C)c1 |
| 3% | Clc1ccc(CONc2ncnc3nonc23)c(Cl)c1 |
| 4% | O=[N+]([O-])c1ccc2c(c1)C=C1CCCCC1(N1CCCC1)O2 (stereo unspecified) |
| -9% | CC(OC(=O)C(C)N1C(=O)C2C3C=CC(C4CC34)C2C1=O)C(=O)c1ccccc1 (stereo unspecified) |
| 1% | CCNC(=S)N(CCc1cccc(C)c1)Cc1cc2cc(OC)c(OC)cc2[nH]c1=O |
| 11% | CC1(C(=O)NC(=S)N(Cc2ccccc2)c2ccccn2)CC1(Cl)Cl (stereo unspecified) |
| -6% | CCOc1ccc(C(=O)C[n+]2ccc(C(=O)NCc3ccccc3)cc2)cc1 |
| 8%[57.5 µM] | CC(=O)c1ccc2c(c1)OCCOCCOCCO2 |
| 0% | CCC(C)NC(=O)CCSCCC(=O)NC(C)CC (stereo unspecified) |
| -2% | CCOC(=O)N1CCN=C1SCc1ccc(C(F)(F)F)cc1 |
| -3%[57.5 µM] | CCOC(=O)c1nc(C)nc(Sc2n[nH]c(-c3cc(Cl)cc(Cl)c3)n2)c1C |
| 1% | Cc1ccc(NC(=O)CSc2ncccn2)c([N+](=O)[O-])c1 |
| ? | CC(=O)N1CCC(=NNc2nc3ccccc3s2)CC1 |
| 4% | CC1=C(n2nnc([N+](=O)[O-])n2)C(c2cccnc2)C(C#N)=C(N)O1 (stereo unspecified) |
| -11%[57.5 µM] | N/C(=N\c1nc2ccccc2o1)NC(=O)c1ccccc1Br |
| 3%[57.5 µM] | CCN(CC)S(=O)(=O)c1cccc(-c2cn3cccnc3n2)c1 |
| -4% | COc1ccccc1NC(=O)Cc1noc(CSc2n[nH]c(N)n2)n1 |
| 2% | COc1ccc(/C=C/C(=O)OCC(=O)NC2CCCC(C)C2C)cc1S(=O)(=O)N1CCOCC1 (stereo unspecified) |

Some of the entries above in a different format.
CC1=C(n2nnc([N+](=O)[O-])n2)C(c2cccnc2)C(C#N)=C(N)O1 (stereo unspecified)
- ERK EGF block = 4%
N/C(=N\c1nc2ccccc2o1)NC(=O)c1ccccc1Br
- ERK EGF block = -11%[57.5 µM]
CCN(CC)S(=O)(=O)c1cccc(-c2cn3cccnc3n2)c1
- ERK EGF block = 3%[57.5 µM]
COc1ccccc1NC(=O)Cc1noc(CSc2n[nH]c(N)n2)n1
- ERK EGF block = -4%

Carrying on.
| ERK EGF block | Structure |
| --- | --- |
| 4% | CC(C)=CCN1CCN(Cc2ccc(Oc3ncccn3)cc2)CC1CCO (stereo unspecified) |
| 6% | O=C(O)c1cccc([N+](=O)[O-])c1C(=O)Nc1nc2ccccc2s1 |
| -7% | Cc1cccc(NC(=S)N2CCC(N(C)CC3CCCO3)CC2)c1 (stereo unspecified) |
| 3% | O=C(Oc1ccccc1)N1CCC2(CCCN(c3ccccc3)C2)CC1 |
| -5% | COCC1=Cc2cc3c(cc2C(C(C(=O)OC)C(=O)OC)N1C(=O)OC)OCO3 (stereo unspecified) |
| 4% | Cc1ccc(OCC(=O)OCCN2C(=O)c3ccccc3C2=O)cc1C |
| -5% | Cc1ccc(Oc2ccc(C(=O)NCc3ccncc3)cc2)cc1 |
| -6% | Cc1ccc(NCc2nnc(SCC(=O)O)n2-c2ccc(C)cc2)cc1 |
| 2%[57.5 µM] | Cc1cc(-n2cccn2)ccc1CN1CCN(CC(C)C)C(CCO)C1 (stereo unspecified) |
| 0% | CCCCNC(=O)C1c2ccccc2Oc2ccccc21 |
| 9% | CCN(CC)c1ccc(S(=O)(=O)N(CC)CC)cc1NC(=O)c1cccnc1 |
| 10% | CCOC(=O)N1CCC(=NNC(=O)COc2ccc(OC)cc2)CC1 |
| 3% | CCCNC(=O)NC(=O)COC(=O)c1cccc(NS(=O)(=O)c2ccc(F)c(F)c2)c1 |
| 2% | CCCn1c(C)cc(C(=O)COc2ccc(-c3nnco3)cc2)c1C |
| -6%[57.5 µM] | O=C(CSc1ccc2ccccc2c1)N1CCN(c2ccc(O)cc2)CC1 |
| 3% | O=C(COC(=O)/C=C/c1ccco1)NCCc1ccccc1 |
| 4% | CC(=O)Nc1ccc(S(=O)(=O)N/N=C/c2ccc(C)s2)cc1 |
| -1% | CC(=O)Nc1c(O)nc(SCc2ccccc2C#N)[nH]c1=O |
| 2%[57.5 µM] | COC(=O)c1cnn(-c2ccccc2)c1/C=N/NC(=S)Nc1ccccc1 |
| 6% | COC(=O)c1cccc(NC(=O)Cc2nc(-c3ccccc3)sc2-c2ccc(C)cc2)c1 |
| 4% | Cc1ccsc1/C=N/NC(=O)C(=O)NCC(C)C |
| 6% | CC(C)Nc1nc(Cl)nc(NN(C)c2nc(N(C)C)nc(N(C)C)n2)n1 |
| -1% | O=C(Nc1cc(S(=O)(=O)N2CCOCC2)ccc1N1CCOCC1)c1cnccn1 |
| -6%[57.5 µM] | O=C(NC(=S)Nc1cccc(C(F)(F)F)c1)c1ccc2nonc2c1 |
| 1% | CCC(C)(C)NC(=O)C1c2ccccc2Oc2ccccc21 |
| 12% | COC(=O)CC1C(C)(C)C(=O)C2CC3C4=CC(=O)OC(c5ccoc5)[C@]4(C)CCC3[C@@]1(C)C2=O (stereo partly specified) |
| 7% | CCCCOc1ccc(Br)cc1/C(C)=N/NC1=NCCN1 |

Some of the compounds tested, so the mix of outcomes need not match the whole.
